hcGAS inh = human cGAS inhibition; AID 1259398; Q8N884; hit rate 0.081% among 290,000; inhibition, % at 12.5 µM; recombinant h-cGAS, ATP depletion, Kinase-Glo luminescence;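 note: 0% = vehicle reaction and 100% = reaction without DNA for no activity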
Target sequence (Q8N884 whole entry, looked up): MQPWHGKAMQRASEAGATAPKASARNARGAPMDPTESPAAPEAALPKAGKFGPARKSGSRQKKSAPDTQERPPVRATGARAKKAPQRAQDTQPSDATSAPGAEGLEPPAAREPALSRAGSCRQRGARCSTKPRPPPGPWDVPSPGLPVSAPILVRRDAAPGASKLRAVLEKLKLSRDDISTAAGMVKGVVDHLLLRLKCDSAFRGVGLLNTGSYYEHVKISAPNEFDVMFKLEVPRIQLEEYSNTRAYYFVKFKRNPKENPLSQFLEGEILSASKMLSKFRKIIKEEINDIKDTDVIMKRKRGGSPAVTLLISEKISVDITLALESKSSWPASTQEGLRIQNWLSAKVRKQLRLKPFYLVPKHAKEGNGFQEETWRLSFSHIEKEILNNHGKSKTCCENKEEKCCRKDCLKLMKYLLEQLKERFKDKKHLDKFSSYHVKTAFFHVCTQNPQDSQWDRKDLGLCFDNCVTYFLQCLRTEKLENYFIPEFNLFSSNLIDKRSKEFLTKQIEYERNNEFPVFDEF
mcGAS lum = blocks mouse cGAS activity; inhibition, % at 12.5 µM; AID 1259399; hit rate 0.15% among 160,000; recombinant cGAS, Kinase-Glo ATP depletion luminescence;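 note: 0% = negative control wells and 100% = reference inhibitor with no enzyme activity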
NPYLR7 ag = mosquito NPYLR7 agonism; HEK293T NPYLR7/Galpha15, GCaMP6s calcium fluorescence; activation, % at 10 µM; hit rate 0.15% among 270,000; AID 1259423; in the data active = activation above about 40%;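 note: 0% = vehicle and 100% = reference agonist at the receptor; some compounds past the cut are filed as inactive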
The depositor's hits bear a star; . = not tested or not shown; & = joins results of further samples. Cut-off read from the data, not from the text of the source, unless noted: active = inhibition above about 40%; inactive = the rest.

compound | hcGAS inh | mcGAS lum | NPYLR7 ag
Cc1ccc(-n2c(SCc3ccc(F)cc3)nnc2C(Cc2ccccc2)NC(=O)c2cccc(Cl)c2)cc1 (stereo not given) | -6.9 | -5.7 | 6.8
COCCn1c(N2CCCCCC2)nc2c1c(=O)[nH]c(=O)n2C | -9.9 | . | 18.6
CSc1nnc(C)c(=O)n1COC(=O)/C=C/c1ccccc1 | -11.0 | -7.5 | -0.5
CCCS(=O)(=O)N1CC(=O)N(CCCc2ccccc2)CC(O)C1 (stereo not given) | 2.3 | -3.2 | 21.9
Cc1cc(Cl)ccc1OCc1nnc(-c2ccccc2Cl)o1 | -2.4 | . | 1.2
CC(=O)Nc1nc(C23CC4CC(CC(C4)C2)C3)cs1 | -7.8 | . | 3.8
CCOC(=O)c1nn(CC)c2c1CN(C(=O)Cn1nc(-c3ccccc3)c3ccccc3c1=O)CC2 | -1.2 | -15.8 | 9.3
CCNC(=O)[C@@H]1C[C@H](N)CN1C1CCN(c2cccc(C)c2C)CC1 | -5.9 | -12.4 | 2.3
CN(Cc1ccc2c(c1)OCO2)Cc1nc(-c2cccnc2)no1 | -4.2 | -16.3 | -1.7
CCOC(=O)c1sc(NC(=O)CSc2nnc3ccccn23)c(C(=O)OCC)c1C | -6.2 | -3.0 | -1.7
CCOCCCNC(=O)c1cc(NC(=O)Nc2cc(C(F)(F)F)cc(C(F)(F)F)c2)ccc1N1CCCCC1 | -18.2 | -5.5 | -10.1
O=C(COc1cccc2ccccc12)N=Nc1c(O)[nH]c2c(Br)cc(Br)cc12 | -7.0 | -6.3 | 11.6
COC(=O)c1c2c(nc3c1c(-c1ccc(C)cc1)nn3C1CCS(=O)(=O)C1)CCC2 (stereo not given) | -0.2 | . | 12.2
COc1ccc(C(=O)NCCn2ncc3c(N4CCCC4)nc(SC)nc32)cc1 | -6.2 | -6.2 | .
Cc1ccccc1Cn1c(C)c(C(=O)NCc2cccc(Cl)c2)sc1=O | 1.2 | . | 7.3
CC(C(=O)Nc1nccs1)N(C)CC1CCCN1c1cccnn1 (stereo not given) | -1.8 | . | 8.0
Cc1cc(Cl)ccc1C(=O)C1CCCN(C(=O)c2cc(=O)c3ccccc3o2)C1 (stereo not given) | -2.2 | -5.7 | 10.1
O=C(Cc1cccc2ccccc12)NCC(c1ccsc1)N1CCCCCC1 (stereo not given) | -9.6 | -6.9 | -4.5
CCOc1ccc(C(=O)NC(C(=O)N2CCN(CC(=O)N3CCCCC3)CC2)C(C)C)cc1 (stereo not given) | -5.5 | -4.0 | 1.6
CCN(CC)C(=O)Oc1ccc2c(ccn2Cc2ccccc2Cl)c1NC(=O)c1c(F)cccc1C(F)(F)F | -7.0 | -7.6 | 2.6
FC(F)(F)CNc1n[nH]c(=S)s1 | -3.7 | . | 7.5
CCOc1ccc(N2CCn3c2nc2c3c(=O)[nH]c(=O)n2C)cc1 | -2.6 | . | -0.9
S=C1NC2(CCCC2)Nc2sc3c(c21)CCCC3 | -4.9 | . | -5.1
O=C(CCN1C(=O)c2ccccc2C1=O)Nc1ccc(Cl)cc1 | -0.4 | -3.5 | -2.6
COc1ccccc1/C=C/C=C1/N=C(c2ccc([N+](=O)[O-])cc2)OC1=O | -7.7 | . | -1.2
CCOC(=O)c1nnc2ccccc2c1N1CCN(CC)CC1 | -11.0 | -17.6 | 5.4
CN(C)CCN1CCN(c2cc(-c3cccc(CO)c3)nc3ccnn23)CC1 | -3.8 | 0.4 | -4.8
Cc1cccc(N2C(=O)/C(=C/c3ccc(-c4ccc(Br)cc4)o3)C=C2c2ccccc2)c1 | -1.6 | -2.5 | 11.9
CSCC(=O)N1CCc2ccc(NC(=O)c3ccncc3)cc2C1 | -4.3 | . | 16.7
O=C(CN1CCCCC1=O)NCC(O)c1ccccc1F (stereo not given) | -8.8 | . | 6.5
O=C(NCCc1ccccn1)C(C1CCCC1)N1CCN(C(=O)c2ccccc2F)CC1 (stereo not given) | -3.1 | -3.6 | 3.8
CCCCC(=O)OC1(C(=O)CO)CCC2C3CCC4=CC(=O)CCC4(C)C3C(O)CC21C (stereo not given) | -1.1 | . | 4.6
COc1cccc2c1OCC(C(=O)NCc1cccnc1-n1ccnc1)C2 (stereo not given) | -4.2 | . | 3.5
Cc1oc(C)c(C(=O)Nc2cccc(S(=O)(=O)N(C)C)c2)c1C | -8.5 | -5.6 | -2.0
CSc1ccc(C(=O)N(CCn2nc(C)cc2C)c2nc3ccccc3s2)cc1 | -5.8 | -12.1 | -15.2
O=c1[nH]c2ccccc2nc1/C=C/c1cccc([N+](=O)[O-])c1 | -6.2 | . | -5.7
Cc1ccc(C2(O)CCN(C(=O)c3ccccc3-n3cncn3)CC2)nc1 | -5.9 | -17.9 | -5.2
Cc1cccc(N=C2NN=C(c3ccc4c(c3)OCCO4)CS2)c1 | -13.6 | -6.2 | 7.1
CCc1ccc(-c2cc(C(=O)Nc3ccc(C(=O)OC)cc3)c3ccccc3n2)cc1 | -5.3 | -8.3 | 1.5
COc1ccc(OC)c(Nc2nc(NCCc3ccccc3)nc(N)c2[N+](=O)[O-])c1 | -2.2 | . | 2.2
CC(C(=O)O)c1ccc(-c2ccccc2)c(F)c1 (stereo not given) | -7.6&2.1&-2.6&-10.2 | 0.8 | -1.9&-13.6&0.9&-3.0
Cc1ccc(C)c(-c2[nH]ncc2CNC[C@@H]2CCNC[C@H]2O)c1 | -11.0 | . | 5.8
O=C(COc1ccc(Cl)cc1)NNS(=O)(=O)c1ccccc1F | -2.4 | . | -0.4
O=C(NCc1cccnc1N1CCOCC1)Nc1cccc(OCC2CCCO2)c1 (stereo not given) | -10.0 | -16.1 | 9.4
CC(C)(C)c1ccc(NC(=O)C(=O)c2ccc(C3CCCCC3)cc2)cc1 | -4.2 | -6.1 | -5.7
Cc1ccc(S(=O)(=O)N(Cc2c(-c3cccc(C)c3)noc2N2CCOCC2)CC2CC2)cc1 | -0.8 | -5.6 | .
CCC(C#CCN1CCCC1)(CC)OCCC#N | 1.7 | . | 0.5
Fc1ccccc1N1CCN(C2CCCN(Cc3ccc4c(c3)OCCO4)C2)CC1 (stereo not given) | -6.1 | -10.5 | 6.5
O=C(CNCCN1CCOCC1)N(Cc1ccccc1)Cc1ccco1 | -1.3 | . | -1.4
CC(C)C1CN(CCCC(F)(F)F)CCC(=O)N1CC1CC1 (stereo not given) | -11.8 | -6.7 | .

Complete entries, looked up by structure. Screens in order: hcGAS inh, mcGAS lum, NPYLR7 ag
Cc1oc(C)c(C(=O)Nc2cccc(S(=O)(=O)N(C)C)c2)c1C across the screens: -8.5, -5.6, -2.0
COc1ccc(OC)c(Nc2nc(NCCc3ccccc3)nc(N)c2[N+](=O)[O-])c1 across the screens: -2.2, ., 2.2
CCC(C#CCN1CCCC1)(CC)OCCC#N across the screens: 1.7, ., 0.5
CC(C)(C)c1ccc(NC(=O)C(=O)c2ccc(C3CCCCC3)cc2)cc1 across the screens: -4.2, -6.1, -5.7

Remaining list, next part.
compound | hcGAS inh | mcGAS lum | NPYLR7 ag
CN1C(=O)N(Cc2cccnc2)C(=O)C12CCN(Cc1nccs1)CC2 | 1.2 | -12.2 | 10.5
C=c1onc(-c2ccccc2)c1=c1[nH]/c(=C\c2cccc(OC)c2OC)c(=O)o1 | -5.6 | -4.9 | -1.3
CN(Cc1ccccc1)C(=O)c1coc(CN(Cc2ccccc2Cl)C2CC2)n1 | -7.6 | -8.6 | 1.9
O=C(O)CCc1nnc(SCc2ccc([N+](=O)[O-])cc2)[nH]c1=O | 3.6 | . | 4.5
CCN(CC)S(=O)(=O)c1ccc(OC)c(N2CCN(S(=O)(=O)c3cc(Cl)cc(Cl)c3)CC2)c1 | -1.8 | -6.4 | 24.4
COCCCNC(=O)c1csc(CN(C(=O)Nc2ccc(OC)cc2)C(C)C)n1 | -9.3 | -4.6 | 16.9
COc1cnc(-c2cnn(C)c2)c(NC(=O)c2cc3ccccc3s2)n1 | -0.3 | -2.8 | 11.4
Cc1sc2ccccc2c1S(=O)(=O)NC(C(N)=O)C(C)C (stereo not given) | 4.1 | . | 2.7
CN1CCN(CC(=O)N2c3ccccc3C(=O)Nc3cccnc32)CC1 | 0.1&3.8&-8.6&12.2 | -4.2&-0.6 | -5.7&-11.3&-1.6&0.2
CC(CS(=O)(=O)N(C)C(C)CC#N)c1ccccc1 (stereo not given) | 6.9 | . | 2.5
CC(=O)Oc1ccc2c(c1OC(C)=O)C(=O)c1ccccc1C2=O | -0.8 | -0.1 | 5.1
Cc1nn(C)c(C)c1CCC(=O)N1CCCC(Nc2ccc(C(C)C)cc2)C1 (stereo not given) | -5.1&-3.6 | . | 0.5&2.3
CCOc1ccc(-c2cc(C(=O)NCC3CCCO3)c3ccccc3n2)cc1 (stereo not given) | -2.8 | -6.2 | 9.8
CCCS(=O)(=O)N1CCCC1C(=O)NC1CCCC(C)C1C (stereo not given) | -3.9 | -18.7 | 2.3
Cc1cc(NC(=O)Cn2ncnc2-c2cccc(C#N)c2)n(C)n1 | -4.2 | . | 4.8
CN[C@H]1[C@@H](O)[C@H](O[C@H]2[C@@H](O)[C@@H](OC3OC(CN)=CCC3N)[C@H](N)C[C@@H]2N)OC[C@@]1(C)O (stereo not given in full) | -6.1 | . | -3.2
COCCN(Cc1csc(COc2c(OC)cccc2OC)n1)C(=O)Cc1ccccc1 | -1.7 | -7.2 | 4.3
c1ccc2c(c1)CCN2CCNC1CCCNC1 (stereo not given) | -4.4 | . | 9.9
O=c1cc(-c2cccnc2)nc(-c2ccc(CN3CCCNCC3)cc2)[nH]1 | 7.0 | 4.4 | -3.5
COc1cccc(CC2(CO)CCCN(Cc3ccc(CN4CCCCC4)s3)C2)c1 (stereo not given) | -1.8 | -4.5 | 11.1
N#CCSc1nc2ccc(Br)cc2c(=O)n1-c1ccccc1 | 4.0 | 0.0 | -17.6
CN1CCC(C2(O)c3ccccc3CCc3ccccc32)CC1 | -5.3 | . | 1.9
O=C(Nc1nc(-c2cccs2)cs1)C1CSCCS1 (stereo not given) | -5.7 | . | 4.9
CCOC(=O)N1CCC(N2CC(=O)N3CC[C@@H](O)C[C@H]3C2=O)CC1 | -3.9 | . | -2.9
COc1cc(C)c(Cl)cc1S(=O)(=O)NCc1cccs1 | -9.2 | . | -13.8

The closing 6 entries of the section before lead into the next:
compound | hcGAS inh | mcGAS lum | NPYLR7 ag
COc1cccc(CC2(CO)CCCN(Cc3ccc(CN4CCCCC4)s3)C2)c1 (stereo not given) | -1.8 | -4.5 | 11.1
N#CCSc1nc2ccc(Br)cc2c(=O)n1-c1ccccc1 | 4.0 | 0.0 | -17.6
CN1CCC(C2(O)c3ccccc3CCc3ccccc32)CC1 | -5.3 | . | 1.9
O=C(Nc1nc(-c2cccs2)cs1)C1CSCCS1 (stereo not given) | -5.7 | . | 4.9
CCOC(=O)N1CCC(N2CC(=O)N3CC[C@@H](O)C[C@H]3C2=O)CC1 | -3.9 | . | -2.9
COc1cc(C)c(Cl)cc1S(=O)(=O)NCc1cccs1 | -9.2 | . | -13.8
CCOC(=O)CCCSc1nnc(NC(=O)CCc2ccccc2)s1 | -10.6 | -5.3 | 35.0
CC(C)CCn1c(CNC(=O)C2CC3(CCNCC3)CN2)nc2cccnc21 (stereo not given) | -3.9 | . | 7.5
NC1CCN(c2ccccc2C(=O)N2CCN(c3ccc(Cl)cc3)CC2)CC1 | -3.7 | . | -0.6
CC(N)=C(C#N)C(=O)COC(=O)C12CC3CC(CC(Br)(C3)C1)C2 | -4.3 | . | -0.8
CN(C)c1nc2c(c(=O)[nH]1)CCN(C(=O)c1ccccc1-n1cccn1)C2 | -6.2 | -16.8 | 3.3
C=CCN(C)C(=O)c1sc2ccc3ccccc3c2c1Cl | 1.2 | 3.1 | -2.6
CCc1ocnc1C(=O)N1CCC2(CC1)[C@H](O)C[C@]2(C)OC | -9.8 | -6.0 | .
NS(=O)(=O)c1ccc(CNC2CC(=O)N(c3ccc(F)cc3)C2=O)cc1 (stereo not given) | -2.7 | . | -0.6
N=C(N)S/C=C\C(=O)O | -1.2 | . | -5.1
COC(=O)c1ccccc1OC1OC(CO)C(O)C(O)C1NC(C)=O (stereo not given) | -1.6 | . | 8.6
CN1CCN(c2ccc(-c3ccccc3)nn2)CC1C(=O)O (stereo not given) | -5.7 | . | 2.4
Cc1ccc(S(=O)(=O)N(CC(=O)N2CCc3sccc3C2c2ccc(F)cc2)C(C)C)cc1 (stereo not given) | -2.0 | -3.6 | -3.3
C[C@H](C(N)=O)n1cnc(-c2ccccc2)c1-c1cccn1-c1ccccn1 | -1.8 | -9.4 | 7.0

From PubChem BioAssay

This is a random part of the collection (roughly 0.26% active in at least one column).
